Assay outcomes: PubChem, several laboratories
IEC-6 tox – kills IEC-6 intestinal cells in KLF5 counter-screen. IEC-6 cytotoxicity, luminescence viability. inhibition, % at 5 µM. hit rate 0.78% among 290,000; in the data active = inhibition above about 22%;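 note: 0% = plate median of test compound wells and 100% = cytotoxic reference compound wells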
TRPC4 act – TRPC4 (mouse) channel activation. Q9QUQ5. HEK293 TRPC4beta/mu-opioid, Fluo4 calcium fluorescence; stronger effect = higher value. B-score at 10 µM. hit rate 0.49% among 310,000;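 active = B-score above 5 SD of library B-scores, and initial fluorescence ratio not above library mean plus 5 SD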;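 note: positive B-score marks a calcium rise read as TRPC4 activation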
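Assay system: HEK293 stable line with TRPC4beta plus mu-opioid receptor; schedule: 45 min room-temperature Fluo4 loading, 110 s read; technique: kinetic Fluo4 calcium fluorescence; evaluation: integrated baseline-normalised fluorescence ratio, converted to per-well B score; controls: buffer (low) and maximal DAMGO (high)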
MrgX1 antagonist – human MrgX1 receptor antagonism, primary screen; hit rate 1.3% among 310,000; Q96LB2; MRGX1-HEK293 calcium flux, Fluo-4, BAM8-22 antagonism; stronger effect = lower value; B-score at 10 µM;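 active = calcium-response B-score plate-corrected more than 3 library SD below zero, starting fluorescence within 5 deviations, no agonist response on first addition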;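 note: peak minus trough fluorescence over baseline after final BAM8-22 challenge near maximal dose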
TRPC4 potent – TRPC4 (mouse) allosteric potentiation. HEK293 TRPC4beta/mu-opioid, DAMGO EC20, Fluo-4 Ca2+ flux; stronger effect = higher value. B-score at 10 µM. hit rate 0.42% among 310,000. AID 2227;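 active = B-score of calcium response area above 5 SD of library B-scores, with initial fluorescence ratio within 5 SD of library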;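 note: B-score of integrated fluorescence ratio over time as area under calcium response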
HIF activator – HIF pathway transcriptional activation; U2OS HRE-luciferase reporter, luminescence; normalized: DMSO 0%, desferrioxamine 100%; activation, % at 7.5 µM (by protocol); hit rate 0.32% among 300,000;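 active = mean activation of at least 10% of the iron chelator positive control signal, with at least half of replicates also reaching 10%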
TRPC6 inhibitor – blocks the mouse TRPC6 cation channel. hit rate 1.1% among 310,000. B-score at 10 µM. HEK293-TRPC6, membrane potential dye, ACh-evoked depolarization; stronger effect = lower value. AID 2553;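 active = B-score under library mean minus 3 SD, initial fluorescence not abnormally high, positive integrated signal ratio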;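 note: B-score derived from integrated fluorescence ratio over the kinetic read; more negative B-score means stronger inhibition of depolarization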
Target sequence (Q61143 whole entry, looked up): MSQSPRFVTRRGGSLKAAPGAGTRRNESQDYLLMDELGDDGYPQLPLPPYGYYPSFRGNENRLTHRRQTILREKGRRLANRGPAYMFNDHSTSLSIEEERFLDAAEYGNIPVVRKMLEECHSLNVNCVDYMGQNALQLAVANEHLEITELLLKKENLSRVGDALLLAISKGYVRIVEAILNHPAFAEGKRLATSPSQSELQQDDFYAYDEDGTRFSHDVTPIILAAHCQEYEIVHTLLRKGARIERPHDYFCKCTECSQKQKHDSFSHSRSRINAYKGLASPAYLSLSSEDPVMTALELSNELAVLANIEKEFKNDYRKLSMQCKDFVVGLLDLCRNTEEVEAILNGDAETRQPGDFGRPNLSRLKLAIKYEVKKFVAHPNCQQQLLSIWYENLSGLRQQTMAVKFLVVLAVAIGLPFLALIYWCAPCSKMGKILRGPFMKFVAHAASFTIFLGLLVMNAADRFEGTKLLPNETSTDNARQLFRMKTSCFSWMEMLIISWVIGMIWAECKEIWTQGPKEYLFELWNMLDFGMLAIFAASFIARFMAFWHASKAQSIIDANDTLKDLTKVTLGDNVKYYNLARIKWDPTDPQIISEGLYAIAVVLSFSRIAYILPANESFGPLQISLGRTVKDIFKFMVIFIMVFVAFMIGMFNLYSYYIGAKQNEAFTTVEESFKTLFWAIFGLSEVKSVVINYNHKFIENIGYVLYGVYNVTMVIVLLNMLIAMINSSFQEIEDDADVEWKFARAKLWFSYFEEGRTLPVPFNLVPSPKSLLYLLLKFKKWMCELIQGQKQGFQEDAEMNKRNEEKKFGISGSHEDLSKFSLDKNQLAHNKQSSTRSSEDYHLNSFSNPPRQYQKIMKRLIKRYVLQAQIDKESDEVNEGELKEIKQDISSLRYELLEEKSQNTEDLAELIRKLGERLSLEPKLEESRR
TRPC4 inh – TRPC4 (mouse) channel inhibition. Q9QUQ5. AID 2247. B-score at 10 µM. hit rate 0.39% among 300,000. HEK293 TRPC4beta/mu-opioid, DAMGO-evoked Fluo4 calcium flux; stronger effect = lower value;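 active = B-score over 3 SD under the library average, no early fluorescence shift, positive overall ratio signal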
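test system = HEK293 cells with stable TRPC4beta plus mu-opioid receptor expression | detection = Fluo4 Ca2+ flux fluorescence | read-out = integrated fluorescence ratio relative to baseline, converted to per-well B score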
TRPC6 act – activators of mouse TRPC6 channel; AID 2550; HEK293-TRPC6 membrane potential dye fluorescence; stronger effect = higher value; Q61143; hit rate 0.13% among 310,000; B-score at 10 µM;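 active = B-score of the integrated fluorescence ratio above library mean plus 3 SD, and starting fluorescence ratio within library mean plus 5 SD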;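 note: higher score means more depolarization so channel activation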
aSyn UTR inh – MLPCN primary screen, SNCA 5' untranslated region; alpha-synuclein 5'UTR reporter, inhibitor activity; inhibition, % (tested at 7.5 µM); hit rate 0.82% among 300,000; AID 1813; in the data active = inhibition above about 60%;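 note: H4 neuroglioblastoma cells stably carrying SNCA 5'UTR luciferase fusion; 0% = DMSO wells and 100% = positive control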
KLF5 inhibitor – kruppel-like factor 5 inhibition | AID 1700 | hit rate 0.23% among 290,000 | inhibition, % at 5 µM | DLD-1 KLF5 promoter-luciferase reporter, luminescence;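 active = inhibition above a per-plate limit of that plate's mean compound inhibition plus 3 SD, cut at about 60% in these data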;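 note: 0% = DMSO wells and 100% = LY294002 at 200 µM; higher means less KLF5 promoter-driven luciferase light; inactives centre near -14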
SKKanGAS inh – inhibitors of SKKanGAS S. pyogenes growth in kanamycin (SK-promoter or general growth effect) | BacTiter-Glo, 6 h | inhibition, % at 7.5 µM | hit rate 1.3% among 300,000 | AID 1662;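 active = mean replicate score, as percent of positive control median, at least 50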;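 note: strain carries kanamycin resistance gene driven by streptokinase promoter and grows in 40 µg/ml kanamycin; loss of luminescence reflects streptokinase promoter inhibition or plain growth inhibition; 0% = median of DMSO wells and 100% = positive control at its reference dose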
An asterisk follows results filed as active; i = inactive; . = not tested or not shown.

SMILES,IEC-6 tox,TRPC4 act,MrgX1 antagonist,TRPC4 potent,HIF activator,TRPC6 inhibitor,TRPC4 inh,TRPC6 act,aSyn UTR inh,KLF5 inhibitor,SKKanGAS inh
Cc1cccc(CC(C)NC(=O)c2cc(COc3ccc(F)cc3F)on2)n1 (stereo unspecified),-4,i,i,i,0.9,i,i,i,-41,-16,-4
Cc1cc(C)nc(/N=C2\NC(=O)CC(C(=O)O)N2CCc2c[nH]c3ccccc23)n1 (stereo unspecified),-2,i,i,i,0.0,i,i,i,-6,-15,0
O=C(c1ccccc1F)N1CCN(c2cnn(-c3cccc(Cl)c3)c(=O)c2Cl)CC1,-2,i,i,i,0.2,i,i,i,-17,-14,-5
CCCNC(=O)c1ccccc1NC(=O)c1ccccc1SC,6,i,i,i,-0.4,i,i,i,-7,-1,-16
CCOc1ccc(CCNC(=O)COC(=O)Cn2nc(C)c([N+](=O)[O-])c2C)cc1OCC,.,i,i,i,13*,i,i,i,24,.,-3
COc1ccc(COc2cc(-c3cccc(OC)c3)nc3ccc(NC(=O)c4ccc(N(C)C)cc4)cc23)cc1,49*,i,i,i,0.9,i,i,i,1,23,15
CCCNC(=O)C1CC(=O)N(c2ccc(OCC)cc2)C1 (stereo unspecified),3,i,i,i,-0.2,i,i,i,8,-33,14
CC1CCN(S(=O)(=O)c2ccc(NC(=O)Cc3ccccc3)cc2)CC1,-4,i,i,i,-0.1,i,i,i,19,-13,-8
O=C(CSc1nc2ccccc2n1S(=O)(=O)c1ccccc1)N1CCCC1,-9,i,i,i,2.0,i,i,i,-7,-35,-5
COc1ccc(-c2csc(NC(=O)c3ccc(N4C(=O)CCC4=O)cc3)n2)cc1,0,i,i,i,-1.4,i,i,i,6,-16,3
COc1ccc(C(=O)C(C)N(C(=O)c2ccc(Cl)cc2Cl)N2C(=O)C3C4C=CC(C4)C3C2=O)cc1 (stereo unspecified),-9,i,i,i,-1.0,i,i,i,29,8,0
COc1ccccc1-c1cc(-c2ccc(O)cc2)nc(N)c1C#N,2,i,i,i,-26,i,i,i,-6,-32,18
Cn1ncc2c(N3CCOCC3)ncnc21,4,i,i,i,-0.2,i,i,i,-18,27,-3
Cn1c(SCc2nc3ccccc3[nH]2)nnc1-c1cnccn1,7,i,i,i,-0.1,i,i,i,-8,-16,-9
S=C(Nc1cccnc1)NC1CCCCCCC1,-4,i,i,i,-0.1,i,i,i,11,-14,1
CCOC(=O)C1=C(O)C(=O)NC(c2ccccc2)=C(OC2CCCCC2)C1,-3,i,i,i,-0.2,i,i,i,33,-7,6
COc1ccc(N(Cc2cc3ccc(C)cc3[nH]c2=O)C(C)=O)cc1,-3,i,i,i,-0.3,i,i,i,-4,-12,-3
CCOc1ccc(NC(=O)CC(C)S(=O)(=O)c2ccc3c(c2)NC(=O)CO3)cc1 (stereo unspecified),-7,i,i,i,0.8,i,i,i,2,-9,-2
Cc1onc(-c2ccccc2)c1NC(=O)Nc1ccc(OC(F)F)cc1,-4,i,i,i,-0.3,i,i,i,12,13,6
Cc1ccc(CCN2C(=O)CCC2(C)C(=O)NCc2cccnc2)cc1 (stereo unspecified),-4,i,i,i,0.0,i,i,i,-21,-21,-3
CCOc1ccc(-c2nnc3ccc(SCC(=O)Nc4cc(C)on4)nn23)cc1,-3,i,i,i,0.0,i,i,i,-2,-21,6
O=C(CCCCCCC(=O)c1ccccc1)c1ccccc1,-5,i,i,i,-1.1,i,i,i,-8,3,-3
COc1ccc(OC)c(NC(=O)c2ccc3c(c2)CCN3S(C)(=O)=O)c1,-4,i,i,i,-0.3,i,i,i,-2,-14,-5
CC(C)OCCCNC(=O)Cc1ccc(Br)cc1,7,i,i,i,0.9,i,i,i,-1,-1,-2
O=C(Nc1cccc(Cl)c1)Nc1nnc(-c2ccncc2)s1,7,i,i,i,0.9,i,i,i,51,-15,9
CCCCN(CC)CCCNC(=O)c1cc2cc3ccc(OC)cc3nc2o1,7,i,i,i,2.6,i,i,i,-53,-20,5
O=C1NCCN(Cc2cccc(Oc3ccccc3)c2)C1CC(=O)N1CCCCO1 (stereo unspecified),5,i,i,i,0.0,i,i,i,19,-10,5
CCNC(=S)N/N=C/c1ccc(OCc2ccc(C(=O)OC)cc2)cc1,-3,i,-4.7*,i,-0.4,i,i,i,-47,-18,-13
Cc1ccc(O)c(-c2cc(C(F)(F)C(F)F)nc(-c3ccccc3)n2)c1,-2,i,i,i,-0.7,i,i,i,10,1,-5
Cc1ccc(S(=O)(=O)NCc2ccc(C(=O)N3CCN(c4ccccc4)CC3)cc2)cc1,-1,i,i,i,-0.3,i,i,i,17,-25,-3
CCOc1cc2[nH]c(=O)n(Cc3ccccc3)c(=O)c2cc1OCC,3,i,i,i,-0.4,i,i,i,18,-3,7
COc1cc(CN2CCC(Cc3ccccc3)CC2)cc(OC)c1OC,-6,i,i,i,-14,i,i,i,-1,-36,1
CCN(CC)S(=O)(=O)c1ccc(NC2CCN(Cc3ccccc3)CC2)nc1,1,i,i,i,-0.6,i,i,i,11,3,-4
CCC(C)NC(=O)Cn1cnc2sc(C)c(S(=O)(=O)N3CCN(c4ncccn4)CC3)c2c1=O (stereo unspecified),-1,i,i,i,0.3,i,i,i,21,-39,-6
O=C(NC1CCCC1)c1cc(-c2ccccc2)on1,-4,i,i,i,25*,i,i,i,-324,-255,5
O=C(CN1CCCc2ccccc21)NC(=O)NCc1ccco1,-4,i,i,i,0.9,i,i,i,-5,-10,-3
COc1ccc(N(C(=O)c2cccnc2)S(=O)(=O)c2ccc3c(c2)n(C)c(=O)n3C)cc1,5,i,i,i,0.0,i,i,i,-21,-10,-5
CSCCC(NC(N)=O)C(=O)Nc1cccc(C#N)c1 (stereo unspecified),-1,i,i,i,-0.4,i,i,i,-1,-1,-3
O=C(NC1CCCCC1)C(c1ccncc1)N(C(=O)c1csnn1)c1ccc(F)cc1 (stereo unspecified),-1,i,i,i,0.0,i,i,i,-19,-6,1
Cn1c(=O)cc(OCC(=O)N2CCCc3ccccc32)c2ccccc21,2,i,i,i,0.0,i,i,i,-14,1,-3
COc1ccc2[nH]c3c(c2c1)CCN1C(=O)N([C@@H](C)C(=O)NCC2CCCO2)C(=O)[C@]31C (stereo partly specified),-2,i,i,i,-0.3,i,i,i,5,-7,0
Cc1cc(C)n2c3c(c(C#N)c2n1)CCCC3,0,i,i,i,-1.4,i,i,i,0,-26,-3
COc1ccc(C(=O)COC(=O)C(CCSC)NC(=O)COc2ccccc2)c(OC)c1 (stereo unspecified),0,i,i,i,-0.2,i,i,i,-9,-37,-2
NC(=O)C1CCN(C(=O)CCSc2ccccc2)CC1,1,i,i,i,1.1,i,i,i,-103,-61,3

Already shown: entries from further up.
SMILES,IEC-6 tox,TRPC4 act,MrgX1 antagonist,TRPC4 potent,HIF activator,TRPC6 inhibitor,TRPC4 inh,TRPC6 act,aSyn UTR inh,KLF5 inhibitor,SKKanGAS inh
O=C1NCCN(Cc2cccc(Oc3ccccc3)c2)C1CC(=O)N1CCCCO1 (stereo unspecified),5,i,i,i,0.0,i,i,i,19,-10,5
CCNC(=S)N/N=C/c1ccc(OCc2ccc(C(=O)OC)cc2)cc1,-3,i,-4.7*,i,-0.4,i,i,i,-47,-18,-13
Cc1ccc(O)c(-c2cc(C(F)(F)C(F)F)nc(-c3ccccc3)n2)c1,-2,i,i,i,-0.7,i,i,i,10,1,-5
Cc1ccc(S(=O)(=O)NCc2ccc(C(=O)N3CCN(c4ccccc4)CC3)cc2)cc1,-1,i,i,i,-0.3,i,i,i,17,-25,-3
CCOc1cc2[nH]c(=O)n(Cc3ccccc3)c(=O)c2cc1OCC,3,i,i,i,-0.4,i,i,i,18,-3,7
COc1cc(CN2CCC(Cc3ccccc3)CC2)cc(OC)c1OC,-6,i,i,i,-14,i,i,i,-1,-36,1
CCN(CC)S(=O)(=O)c1ccc(NC2CCN(Cc3ccccc3)CC2)nc1,1,i,i,i,-0.6,i,i,i,11,3,-4
CCC(C)NC(=O)Cn1cnc2sc(C)c(S(=O)(=O)N3CCN(c4ncccn4)CC3)c2c1=O (stereo unspecified),-1,i,i,i,0.3,i,i,i,21,-39,-6
O=C(NC1CCCC1)c1cc(-c2ccccc2)on1,-4,i,i,i,25*,i,i,i,-324,-255,5
O=C(CN1CCCc2ccccc21)NC(=O)NCc1ccco1,-4,i,i,i,0.9,i,i,i,-5,-10,-3
COc1ccc(N(C(=O)c2cccnc2)S(=O)(=O)c2ccc3c(c2)n(C)c(=O)n3C)cc1,5,i,i,i,0.0,i,i,i,-21,-10,-5
CSCCC(NC(N)=O)C(=O)Nc1cccc(C#N)c1 (stereo unspecified),-1,i,i,i,-0.4,i,i,i,-1,-1,-3
